# CASP6 VEID inh: human caspase-6 inhibitors, primary screen, biochemical, VEID-R110 fluorescence, single point, set 2; inhibition, % at 12.5 µM; P55212; actives 0.53% (n = 350,000); AID 686996, 2013; purified caspase-6, Z-VEID-R110 cleavage fluorescence;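 active means mean inhibition across replicates at least about 35%, with every replicate also reaching that limit, limit read from the data; inconclusive means only one of the two criteria met; inactive means neither criterion met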;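 further: 0% = median of neutral control wells and 100% = no fluorescence left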
# Target sequence (P55212 24-179 limits assumed): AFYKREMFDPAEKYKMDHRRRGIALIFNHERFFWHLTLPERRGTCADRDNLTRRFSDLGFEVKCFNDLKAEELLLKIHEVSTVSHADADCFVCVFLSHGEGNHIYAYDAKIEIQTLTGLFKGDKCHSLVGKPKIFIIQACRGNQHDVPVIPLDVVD
# Target sequence (P55212 194-293 limits assumed): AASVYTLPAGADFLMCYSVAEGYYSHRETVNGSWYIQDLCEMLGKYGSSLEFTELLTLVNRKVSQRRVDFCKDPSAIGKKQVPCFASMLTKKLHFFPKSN
# ARNT TACC3 PPI: disruptors of ARNT/TACC3 protein interaction, primary screen, biochemical, AlphaScreen, single concentration. inhibition, % at 9.99 µM. AlphaScreen His-ARNT PAS-B/GST-TACC3 binding, luminescence; TACC3 fragment carries E629A point mutation. actives 0.66% (n = 390,000). Transforming acidic coiled-coil-containing protein 3 (Homo sapiens), Q9Y6A5;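 active means mean inhibition of replicates at least 50% and at least half of replicates each reaching 50%; inconclusive means half or more replicates reach 50% but mean below 50%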;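 further: 0% = complete ARNT plus TACC3 wells and 100% = ARNT alone without TACC3; many hits fall short of the cut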
# EWS-Fli inh: EWS/Fli-driven NR0B1 reporter inhibitors, primary screen, A673 cells, NR0B1 luciferase, luminescence, MLPCN library. inhibition, % at 12.6 µM. viability-normalised. actives 0.67% (n = 350,000);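 active means mean inhibition of at least 50% after viability correction, with every replicate also passing that limit; inconclusive means mean reaches 50% but only one of two replicates passes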;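 further: firefly luciferase signal divided by Alamar Blue viability fluorescence both relative to DMSO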
# PAX8 reporter: inhibitors of PAX8-driven TPO luciferase reporter, primary screen, RMG-I cells, single concentration; inhibition, % at 12.6 µM; actives 1.2% (n = 360,000); SteadyGlo, 24 h;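 active means mean replicate inhibition at least 60% with every replicate also reaching 60%; inconclusive means only one of the two criteria is met; inactive means mean below 60% and not all replicates reaching 60%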;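 further: luciferase light reporting Pax8 driven TPO promoter activity; plate controls were median of neutral control wells for no effect and mitoxantrone controls for full effect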
# DENV2 CPE: inhibitors of DENV2 cytopathic effect, primary screen, cell-based, plate reader, single concentration. actives 1.7% (n = 350,000). DENV2-infected cells, cytopathic effect rescue. CPE inhibition, % at 9.99 µM; in the data active means CPE inhibition above about 20%, passing the limit was not always enough; inconclusive means no clear call, values can overlap the other calls; tested in BHK-21 cells;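 further: 0% = median of neutral control wells and 100% = median of positive control wells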
# SIRT5 inh: SIRT5 desuccinylase inhibitors, primary screen, biochemical, fluorescence imaging, single point, set 5; Purified SirT5, succinyl-peptide AMC, trypsin-coupled fluorescence; inhibition, % at 15 µM; actives 1.1% (n = 330,000); AID 652115, 2013; in the data active means inhibition above about 15%; inconclusive means no clear call, values can overlap the other calls
# Target sequence (Q9NXA8 whole entry, looked up): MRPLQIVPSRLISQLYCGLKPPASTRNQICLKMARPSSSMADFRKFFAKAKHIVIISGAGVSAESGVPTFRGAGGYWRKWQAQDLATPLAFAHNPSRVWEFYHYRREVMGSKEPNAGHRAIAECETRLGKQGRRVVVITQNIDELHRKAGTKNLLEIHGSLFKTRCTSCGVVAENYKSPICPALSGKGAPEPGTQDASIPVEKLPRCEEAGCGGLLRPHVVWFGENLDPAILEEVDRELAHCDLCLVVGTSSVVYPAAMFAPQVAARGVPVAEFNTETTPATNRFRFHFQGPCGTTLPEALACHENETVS
# LGR2 inh: inhibitors of bursicon-induced LGR2 CRE-luciferase signal, primary screen, cell-based, HEK293, CRE-luciferase reporter, bursicon stimulation; AID 720647, 2013; Drosophila bursicon receptor LGR2 (rickets); actives 0.35% (n = 380,000); bursicon-stimulated, 4 h; inhibition, % at 9.99 µM;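 active means drop in luminescence signal, shown as inhibition above about 50% in the replicate tests, limit read from the data, passing the limit was not always enough; inconclusive means probably only some replicates passing the limit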;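 further: agonist challenge used bursicon conditioned medium at about half maximal strength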
# Numbers without * were called inactive; ? = inconclusive; . = not tested or not shown; & = joins results of further samples. Hits appear at their usual frequency; any-hit rate near 4.9%.
SMILES,CASP6 VEID inh,ARNT TACC3 PPI,EWS-Fli inh,PAX8 reporter,DENV2 CPE,SIRT5 inh,LGR2 inh
S=C(NCCc1ccccc1)N1CCOCC1,.,-30,-35,-44,13,2,-3
CCOC(=O)CC(=O)CSc1nc(CC)c(C)cc1C#N,1,-4,-4,-6,0,-3,1
CCCN(CC(=O)Nc1ccccc1C)C(=O)C1CCCN(C(=O)c2ccc(Cl)cc2)C1 (stereo not given),-106,26,0,15,-5,-1,11
COc1cc(/C=N/N=C2/NC(=O)C(Cc3ccc(F)cc3)S2)ccc1O (stereo not given),1,-3,-10,-99,-7,2,.
CC(C)NC(=O)N1CC2(C1)[C@H](c1ccccc1)[C@@H](CO)N2Cc1cccnc1,0,.,0,.,4,-1,6
CC(=O)Nc1c(O)nc(SCC(=O)Nc2nnc(SCc3ccccc3)s2)[nH]c1=O,80*,27,3,8,10,4,-16
O=C(C[C@@H]1CC[C@H]2[C@@H](COC[C@@H](O)CN2C(=O)c2ccncc2)O1)NCc1cc(F)cc(F)c1,2,-24,4,-11,?,-1,0
CC1(C)CC(=O)c2c(O)cc(OCC(=O)N3CCN(c4ccccc4)CC3)cc2O1,1,-10,2,.,?,1,1
CN1C=CC=C/C1=C1/SC(=S)N(Cc2ccccc2)C1=O,.,-3,.,15,.,.,14
O=C(c1cccc(F)c1)N1CC(=O)N2[C@@H](CO)[C@H](c3ccc(-c4ccccc4F)cc3)[C@@H]2C1,2,.,-1,-10,-5,6,4
O=C(N/N=C/c1cccs1)c1cccc(S(=O)(=O)Nc2ccc(Cl)cc2)c1,-2,-2,-1,8,-2,-2,11
Cc1ccccc1C(=O)NNC(=O)c1cccn1C,4,1,-30,-68,5,0,0
O=C(CCn1c(=O)sc2ccccc21)NC1CCCCC1,-1,-6,-35,1,5,-1,-11
COc1cc(CC(=O)OCC(=O)Nc2ccc([N+](=O)[O-])cc2)cc(OC)c1OC,2,1,9,6,-4,0,17
O=C(C[C@H]1C=C[C@H](NC(=O)CN2CCOCC2)[C@H](CO)O1)NCCc1ccncc1,0,.,6,.,1,1,5
Cc1noc(C)c1NC(=O)Nc1ccc2c(c1)C(=O)N([C@H](C)CO)C[C@H](C)[C@H](CN(C)Cc1ccc3c(c1)OCO3)OCCCC[C@H](C)O2,.,-2,-3,10,-3,.,7
CC(=O)N1c2ccc(S(=O)(=O)N3CCCCC3)cc2CC1C(=O)Nc1ccccc1C(F)(F)F (stereo not given),2,1,.,-9,3,-5,1
COc1cc(CC(=O)Nc2nc(C)cs2)cc(OC)c1OC,-1,0,9,3,-6,-1,-6
COc1ccc(CCNC(=O)c2ccc3ccccc3n2)cc1OC,-5,-2,0,-4,-2,1,.
Cc1nc2sccn2c(=O)c1S(=O)(=O)N1CCN(c2cccc(Cl)c2)CC1,0,5,9,3,-4,0,-2
C[C@H](O)C#Cc1ccc2c(c1)O[C@@H](CN(C)Cc1ccncc1)[C@H](C)CN([C@H](C)CO)S2(=O)=O,5,1,2,.,-8,1,11
CO[C@@H]1CN(C)C(=O)c2ccc(NS(C)(=O)=O)cc2OC[C@@H](C)N(C(=O)C2CCOCC2)C[C@H]1C,-1,-8,1,.,-4,1,-19
Cc1cccc(-n2ncc3c(NNC(=O)c4ccco4)ncnc32)c1,2,0,.,-13,1,-1,-8
NS(=O)(=O)c1ccc(N=Nc2c(O)c(C(=O)O)cc3ccccc23)cc1,9,-4,-37,3,0,-3,18
C/C=C/c1ccc([C@@H]2[C@@H](CN(C)C(C)=O)N(C(=O)C3CC3)[C@H]2CO)cc1,.,-14,-3,-14,41*,.,15
O=C(c1cc2cc(Br)ccc2[nH]1)N1CCc2ccccc21,3,-1,-33,-12,-2,-3,-1
COc1cccc(NC(=O)C[C@@H]2CC[C@H]3[C@@H](COc4ccc(NC(C)=O)cc4C(=O)N3C)O2)c1,-5,-4,3,10,-9,1,-14
CCC(NC(=S)Nc1ccccc1)C(=O)O (stereo not given),.,2,.,-3,.,.,0
C[C@@H]1CN([C@@H](C)CO)C(=O)c2cc(/C=C/c3ccccc3)cnc2O[C@H]1CN(C)C(=O)c1ccncc1,0,-10,-8,.,6,-7,6
COc1ccc2c3c(n(C)c2c1)[C@@H](CO)N(S(C)(=O)=O)CC31CCN(CC2CC2)CC1,0,.,7,.,-5,8,-1
CN1C(=O)c2cc(NC(=O)c3cccc(F)c3)ccc2OC[C@H]2O[C@H](CC(=O)N3CCc4ccccc4C3)CC[C@H]21,-2,8,3,32,12,3,-4
COc1ccc(-c2cc(C(=O)N/N=C(\C)c3cccnc3)c3ccccc3n2)c(OC)c1,-2,-8,.,21,2,-1,5
CC(C)Cc1nnc(NC(=O)C2CCCN(C(=O)c3ccc(Cl)cc3)C2)s1 (stereo not given),-2,.,5,10,?,.,7
O=C(OCc1cccc([N+](=O)[O-])c1)c1cnccn1,2,-1,6,-36,7,0,11
CCN(CC(=O)N1CCCCC1)S(=O)(=O)c1ccccc1,0,-7,.,1,-4,2,-2
C[C@H](NC(=O)c1nc[nH]c1C(=O)N1CCNCC1)C(=O)OC(C)(C)C,-1,-6,-9,-31,-5,-1,0
CCCCn1c(SCC(=O)N2CCc3ccccc32)nnc1-c1ccncc1,-4,-7,4,-6,17,-5,4
COC(=O)CN1C(=S)N(c2ccc(OC)cc2)C(=O)C1CC(=O)Nc1ccc(F)cc1 (stereo not given),-2,6,-6,12,12,-9,34
COc1ccc(N=C2SC(C(=O)Nc3ccc4c(c3)OCO4)CC(=O)N2C)cc1 (stereo not given),-1,3&6,3,2,10,-1,-8
CC(C)CC#Cc1ccc2c(c1)O[C@@H](CN(C)C(=O)c1cccc(F)c1)[C@H](C)CN([C@H](C)CO)S2(=O)=O,-1,9,13,.,-8,16*,13

# Compounds shown so far that have an aryl thioether with sulfur outside any ring:
SMILES,CASP6 VEID inh,ARNT TACC3 PPI,EWS-Fli inh,PAX8 reporter,DENV2 CPE,SIRT5 inh,LGR2 inh
CCOC(=O)CC(=O)CSc1nc(CC)c(C)cc1C#N,1,-4,-4,-6,0,-3,1
CC(=O)Nc1c(O)nc(SCC(=O)Nc2nnc(SCc3ccccc3)s2)[nH]c1=O,80*,27,3,8,10,4,-16
CCCCn1c(SCC(=O)N2CCc3ccccc32)nnc1-c1ccncc1,-4,-7,4,-6,17,-5,4

# (cont.)
SMILES,CASP6 VEID inh,ARNT TACC3 PPI,EWS-Fli inh,PAX8 reporter,DENV2 CPE,SIRT5 inh,LGR2 inh
Cc1c(N(C)S(=O)(=O)c2cccc(C(=O)NC(C)C)c2)c(=O)n(-c2ccccc2)n1C,1,5,11,14,-4,-6,-11
CCc1ccc(N2CCN(C(=O)c3ccc(OC)c(OC)c3)CC2)cc1,-1,5,6,11,-1,0,7
CC(=O)N(C)C[C@H]1[C@@H](c2ccc(-c3ccc(C#N)cc3)cc2)[C@@H](CO)N1C(C)=O,0,.,.,.,-4,-9,-19
C[C@@H]1CN([C@@H](C)CO)C(=O)Cc2cc(NC(=O)CCC(F)(F)F)ccc2O[C@H]1CN(C)CC1CCCCC1,-2,3,1,.,14,10,22
CC(C)CNc1ncnc2c1ncn2[C@H]1CN(CCN2CCOCC2)C[C@@H](CO)O1,6,.,-4,-2,0,-2,-22
O=C(C[C@H]1C=C[C@H](NC(=O)Cc2cccnc2)[C@H](CO)O1)Nc1ccccc1,-2,1,2,-5,-3,-1,25
COc1cccc(NC(=O)Nc2ccc3nc(C)c(C)nc3c2)c1,-1,3,-99,-115,-5,3,.
COCC(=O)Nc1ccc2c(c1)[C@@H]1C[C@@H](CC(=O)NCc3ccccc3OC)O[C@H](CO)[C@@H]1O2,-3,-4,-2,.,0,-1,-1
CCCNC(=O)CS(=O)(=O)c1ccccc1,0,-3,-11,10,?,.,-1
Cc1ccc(S(=O)(=O)N(C)C)cc1NC(=O)COC(=O)c1ccc2c(=O)n3c(nc2c1)CCC3,-1,2,2,4,-8,-2,14
O=c1oc(-c2cccc(C(F)(F)F)c2)nn1-c1ccc(C(F)(F)F)cn1,-1,-4,4,-5,-5,-4,-5
COc1cc(C(=O)NCC(=O)N/N=C/c2ccc(-c3ccc([N+](=O)[O-])cc3)o2)cc(OC)c1OC,.,-1,10,33,6,-4,-4
O=C(NNc1cc(Cl)ccc1Cl)c1c(F)cccc1Cl,2,1,-1,-12,0,2,9
Cc1cc(C(=O)COC(=O)c2cccc(NS(C)(=O)=O)c2)c(C)n1CC1CCCO1 (stereo not given),7,3,26,7,-3,2,27
CCn1cc(/C=C(\NC(=O)c2ccccc2F)C(=O)NCCN2CCOCC2)c2ccccc21,4,2,6,12,-3,7,-2
Cc1ccc(-n2nnnc2CNC(=O)c2ccc(Br)o2)cc1C,0,-5,.,9,10,6,11
O=C(O)c1cc(-c2ccccc2)nc2ccccc12,2,-3,-16,-7,2,-2,-18
CO[C@@H]1CN(C)C(=O)c2ccc(NC(C)=O)cc2OC[C@@H](C)N(CC2CC2)C[C@@H]1C,-3,-8,-3,.,-9,-1,-1
COC(=O)[C@@H](Cc1c[nH]c2ccccc12)NC(=O)CCC(=O)c1ccc(Br)cc1,0,3,0,3,1,0,17
NC(=O)[C@@H]1CC2(CC(c3cccc(NC(=O)CC(c4ccccc4)c4ccccc4)c3)=NO2)CN1C(=O)[C@@H]1CCC(=O)N1 (stereo not given in full),5,1,2,-7,-12,3,-10

# Two entries from above, set out differently.
SMILES | CASP6 VEID inh | ARNT TACC3 PPI | EWS-Fli inh | PAX8 reporter | DENV2 CPE | SIRT5 inh | LGR2 inh
CCn1cc(/C=C(\NC(=O)c2ccccc2F)C(=O)NCCN2CCOCC2)c2ccccc21 | 4 | 2 | 6 | 12 | -3 | 7 | -2
CC(=O)N(C)C[C@H]1[C@@H](c2ccc(-c3ccc(C#N)cc3)cc2)[C@@H](CO)N1C(C)=O | 0 | . | . | . | -4 | -9 | -19

# Carrying on:
SMILES,CASP6 VEID inh,ARNT TACC3 PPI,EWS-Fli inh,PAX8 reporter,DENV2 CPE,SIRT5 inh,LGR2 inh
CC(=O)NC12CC3CC(C1)CC(C(=O)N(C)CC(=O)Nc1ccccc1Cl)(C3)C2,-1,1,1,15,1,-5,4
O=[N+]([O-])c1ccccc1CNCCCCO,-2,1,0,-16,17,.,-3
CSc1ccc(CN(C)C(=O)CNC(=O)CNS(=O)(=O)c2ccc(C)c(C)c2)cc1,-1,2,-5,15,7,0,5
COc1ccc(S(=O)(=O)Nc2ccc3c(c2)C(=O)N([C@H](C)CO)C[C@@H](C)[C@H](CN(C)S(=O)(=O)c2ccc(F)cc2)O3)cc1,-3,-2,-7,.,25*,3,-12
COc1ccc(C(=O)Nc2ccc3c(c2)C(=O)N(C)[C@@H]2CC[C@H](CC(=O)NCC4CC4)O[C@H]2CO3)cc1,1,-8,-23,4,2,8,-6
C[C@H]1CN([C@@H](C)CO)C(=O)CCCn2cc(nn2)CO[C@@H]1CN(C)C(=O)Nc1ccc(C(C)(C)C)cc1,3&-3,-12,-7&-10,8&-4,14&-3,1,-17
O=C(C[C@H]1C[C@H]2c3cc(NS(=O)(=O)c4ccc(F)cc4)ccc3O[C@H]2[C@H](CO)O1)NCCc1ccccc1,0,-15,7,21,-1,3,-7
CCCC(=O)N1CC2(C1)CN(C(=O)c1ccc(F)cc1)[C@@H](CO)c1[nH]c3cc(OC)ccc3c12,.,.,-3,-9,-4,-2,8
O=S(=O)(NCc1csc(-c2cccs2)n1)c1ccc(Cl)cc1,1,-5,-1,-6,2,.,13
O=C(NC(=S)Nn1cnnc1)c1cccc(Br)c1,.,2,.,5,.,.,3
C[C@@H]1CN([C@@H](C)CO)C(=O)c2cc(N(C)C)ccc2O[C@@H](C)CCCCO[C@@H]1CN(C)S(=O)(=O)c1ccccc1,0,3,-2,18,-1,1,-3
O=C(O)CN1C(=O)C(=O)N(Cc2ccc(Cl)cc2Cl)C1=O,-1,-12,-8,-12,-2,-2,-11
CCNc1ccc(S(=O)(=O)N(C)C)cc1NCC(=O)Nc1c(F)cccc1F,0,-1,-4,-2,-8,3,1
